Source: PubChem
MITF primary: human MITF inhibition, primary screen | AlphaScreen MITF homodimerization, bead proximity signal | AID 1259374 | 0.91% of 650,000 active | inhibition, % at 2.6 µM; in the data active = inhibition above about 50%;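 also: 0% = vehicle wells with protein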
Target sequence (O75030 whole entry, looked up): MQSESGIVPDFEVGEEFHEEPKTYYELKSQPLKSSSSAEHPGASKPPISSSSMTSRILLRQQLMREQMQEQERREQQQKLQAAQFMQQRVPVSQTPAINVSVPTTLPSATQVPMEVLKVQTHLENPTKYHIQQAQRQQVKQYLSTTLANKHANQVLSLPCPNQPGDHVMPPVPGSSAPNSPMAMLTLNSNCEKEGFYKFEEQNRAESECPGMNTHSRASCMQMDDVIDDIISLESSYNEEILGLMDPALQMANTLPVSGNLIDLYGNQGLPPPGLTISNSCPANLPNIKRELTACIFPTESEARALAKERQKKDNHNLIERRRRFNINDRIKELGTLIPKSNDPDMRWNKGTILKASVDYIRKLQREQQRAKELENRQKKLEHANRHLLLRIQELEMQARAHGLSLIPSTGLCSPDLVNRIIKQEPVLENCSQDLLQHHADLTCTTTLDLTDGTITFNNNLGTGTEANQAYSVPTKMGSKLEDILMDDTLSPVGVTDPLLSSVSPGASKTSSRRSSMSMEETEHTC
FBW7 activator: activators of human E3 ligase FBW7; 0.13% of 650,000 active; normalized activity (activation), % at 26.1 µM; Q969H0; AID 1259310; AlphaScreen FBW7–phospho-cyclin E peptide binding, activator screen; in the data active = normalized activity above about 1.9%;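 also: purified mutant Fbw7 with reduced substrate affinity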
TEAD-YAP inh: TEAD-YAP interaction inhibition; AID 1259422; HEK-TIYL cells, TEAD-Gal4/YAP UAS-luciferase luminescence; inhibition, % at 9.12 µM; 1.4% of 640,000 active; in the data active = inhibition above about 32%;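 also: 0% = median of test compound wells and 100% = reference inhibitor wells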
GPR151 ag: activates the human receptor GPR151; PathHunter beta-arrestin GPR151 cells, luminescence; activation, % at 11.2 µM; 1% of 650,000 active; in the data active = activation above about 4.9%;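 also: 0% = median of compound wells and 100% = cells with positive control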
Target sequence (Q8TDV0 whole entry, looked up): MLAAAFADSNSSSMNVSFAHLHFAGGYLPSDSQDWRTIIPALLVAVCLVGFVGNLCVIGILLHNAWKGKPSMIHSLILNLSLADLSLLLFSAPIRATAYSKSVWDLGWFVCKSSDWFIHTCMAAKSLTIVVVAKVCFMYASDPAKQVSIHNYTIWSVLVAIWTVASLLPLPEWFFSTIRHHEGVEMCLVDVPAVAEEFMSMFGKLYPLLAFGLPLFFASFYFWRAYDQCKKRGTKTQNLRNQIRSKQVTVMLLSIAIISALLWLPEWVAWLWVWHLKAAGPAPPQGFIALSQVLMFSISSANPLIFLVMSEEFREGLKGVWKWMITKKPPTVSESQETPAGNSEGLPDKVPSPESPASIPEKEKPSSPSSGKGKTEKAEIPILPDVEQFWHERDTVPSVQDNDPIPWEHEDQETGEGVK
Starred values were filed as active, the others as inactive; & = joins results of further samples. Not a hit list, and some 3.4% of all compounds hit somewhere here.

SMILES | MITF primary | FBW7 activator | TEAD-YAP inh | GPR151 ag
O=[N+]([O-])c1cccc(-c2nc(-c3ccccc3Cl)no2)c1 | 6 | 2.1* | -11 | 0.4
CC(C(=O)Nc1ccc(F)c(Cl)c1)c1ccc([N+](=O)[O-])cc1 (stereo not drawn) | -10 | 0.0 | 6 | -0.5
Cc1ccc(N2C(=O)CS/C2=N\C(=O)Nc2ccccc2)c(C)c1 | -10 | 0.0 | 10 | -0.3
N#CC(C(=O)c1ccc(Br)s1)c1nc2ccccc2[nH]1 (stereo not drawn) | 0 | 0.2 | -4 | 1.5
CCCC1=C(C(=O)OCC)C(c2cc(OC)ccc2OC)n2c(s/c(=C\c3ccc(N(C)C)cc3)c2=O)=N1 (stereo not drawn) | 6 | 0.0 | -3 | 1.6
CC(C)Oc1ccc(C(=O)NC2CCCCC2)cc1 | -11 | -0.1 | -35 | -1.8
CC(C)OCCCNc1ncnc2ccc(Br)cc12 | -8 | -0.1 | 46* | 1.0
O=c1oc2ccc(Cl)cc2cc1-c1cn2cc(Cl)ccc2n1 | 1 | 0.3 | -2 | -0.4
CSc1cccc(NC(=S)N(CCCN2CCC(C)CC2)Cc2cccs2)c1 | -5 | -0.2 | -1 | -1.1
CCN(CC)C(=O)c1sc(NC(=O)c2ccc(C)cc2)c(C(=O)OC)c1C | 9 | 0.0 | 3 | -1.0
COc1cc(OC)nc(NC(=O)COC(=O)C2CCCCC2)n1 | -5 | 0.1 | 7 | -0.9
CC1CCc2nc(NC(=S)NC(=O)c3ccccc3)sc2C1 (stereo not drawn) | 0 | 0.0 | -20 | 1.9
CC1Sc2ccc(C#N)cc2N(Cc2ccccc2)C1=O (stereo not drawn) | 10 | 0.0 | -1 | -0.2
Cc1ccc(C)c(NC(=O)CCCOc2ccccc2)c1 | 12 | 0.1 | 0 | 0.3
CC1CCN(C(=O)c2cnn3c(C(F)(F)F)cc(-c4ccco4)nc23)CC1 | -8 | -0.1 | 0 | -0.7

4 entries already listed, sorted by SMILES length, lowest first:
SMILES | MITF primary | FBW7 activator | TEAD-YAP inh | GPR151 ag
CC(C)OCCCNc1ncnc2ccc(Br)cc12 | -8 | -0.1 | 46* | 1.0
CC1Sc2ccc(C#N)cc2N(Cc2ccccc2)C1=O (stereo not drawn) | 10 | 0.0 | -1 | -0.2
CSc1cccc(NC(=S)N(CCCN2CCC(C)CC2)Cc2cccs2)c1 | -5 | -0.2 | -1 | -1.1
CCN(CC)C(=O)c1sc(NC(=O)c2ccc(C)cc2)c(C(=O)OC)c1C | 9 | 0.0 | 3 | -1.0

Other entries:
SMILES | MITF primary | FBW7 activator | TEAD-YAP inh | GPR151 ag
CCOC(=O)C1=C(C)NC(=O)NC1/C(C)=C/c1ccccc1 (stereo not drawn) | 10 | 0.5 | -11 | -0.6
Cc1cccc(C(=O)O)c1NC(=O)C(C)Oc1ccccc1 (stereo not drawn) | 1 | -0.1 | 5 | 1.0
Cc1cc(NC(=O)c2coc3ccccc3c2=O)no1 | -8 | 0.0 | -45 | 0.4
O=C(CCN1CCOCC1)NNC(=S)NC(=O)c1ccc(Br)cc1 | -2 | -0.2 | -18 | -0.3
COc1cccc(CC2=NOC(C(=O)NCCC3=CCCCC3)C2)c1 (stereo not drawn) | 13 | 0.1 | -15 | 0.2
Cc1nonc1CN(C)C(=O)C1CC12CCN(Cc1ccc3c(c1)Cc1ccccc1-3)CC2 (stereo not drawn) | -1 | -0.2 | 5 | -0.9
CN1C(=O)c2ccc(NC(=O)CCn3cnc4ccccc4c3=O)cc2C1=O | -11 | 0.1 | -11 | 2.6
O=C(Cc1ccccc1F)Nc1cnn(-c2cccc(C(=O)Nc3ccc(N4CCOCC4)cc3)c2)c1 | 2&2 | 0.0&0.0 | -4&-5 | -1.2&1.4
CSCC(=O)N1CCC(C(Cc2ccccc2)N(C(=O)c2ccccn2)C2CC2)CC1 (stereo not drawn) | -1 | -0.4 | 3 | -0.6
O=C(CCN1C(=O)COc2ccccc21)NCCN1CCCC1 | -7 | 0.4 | -6 | -1.2
O=C(CSc1nccc(=O)[nH]1)Nc1nc(-c2ccccc2)cs1 | 8 | 0.0 | -12 | 0.8
NNC(=S)Nc1ccccc1C(F)(F)F | 18 | 0.1 | 27 | -1.6
COc1cccc2cc(C(=O)Nc3nccs3)c(=Nc3cccc(C)c3)oc12 | 1 | -0.1 | -26 | -0.6
Cc1csc(SCC(=O)N2CCCC2)n1 | 6 | 0.0 | -3 | -1.5
CCOC(=O)c1c(C)[nH]c(C)c1C(=O)COC(=O)c1cccc(C)c1O | 29 | 0.1 | 1 | -0.2

Copied from the list.
NNC(=S)Nc1ccccc1C(F)(F)F | MITF primary = 18
Cc1nonc1CN(C)C(=O)C1CC12CCN(Cc1ccc3c(c1)Cc1ccccc1-3)CC2 (stereo not drawn) | GPR151 ag = -0.9
Cc1csc(SCC(=O)N2CCCC2)n1 | TEAD-YAP inh = -3
CSCC(=O)N1CCC(C(Cc2ccccc2)N(C(=O)c2ccccn2)C2CC2)CC1 (stereo not drawn) | GPR151 ag = -0.6
O=C(Cc1ccccc1F)Nc1cnn(-c2cccc(C(=O)Nc3ccc(N4CCOCC4)cc3)c2)c1 | MITF primary = 2&2
CN1C(=O)c2ccc(NC(=O)CCn3cnc4ccccc4c3=O)cc2C1=O | GPR151 ag = 2.6

(further entries)
SMILES | MITF primary | FBW7 activator | TEAD-YAP inh | GPR151 ag
O=C1OC(c2ccc(F)cc2)=N/C1=C\c1ccccc1F | 20 | 0.1 | 3 | -0.3
CCOc1ccc(N2CN=C3SCC(=O)N3C2)cc1 | -2 | 0.0 | 5 | -0.2
CN=c1scc(C)n1/N=C/c1ccccc1I | -4 | -0.3 | -72 | -1.3
Cc1ccc(NC(=O)c2cc3nc(-c4ccc(Cl)cc4)cc(C(F)(F)F)n3n2)c(C)c1 | 0 | 0.1 | -8 | -0.4
O=C(NCCc1csc(-c2cccnc2)n1)c1ccccc1Br | 0 | 0.6 | -9 | -0.4
O=C1CCCN1CCn1cnc2c(Nc3ccccc3)nc(NC3CCN(Cc4ccccc4)CC3)nc21 | -8 | -0.1 | -7 | 0.2
CCOC(=O)C1=C(C)N(C)C(=S)NC1c1ccc(Cl)cc1 (stereo not drawn) | 1 | -0.2 | 7 | -0.3
CC(=O)Nc1ccc(NC(=S)NC(=O)c2ccc([N+](=O)[O-])c(C)c2)cc1 | 14 | -0.1 | 11 | 0.6
COc1ccc(/C=N/NC(=O)CN(C)c2ccccc2)cc1OC | -12 | -0.1 | -17 | 0.6
COc1cccc(CN2CCN(Cc3cccs3)C(CCO)C2)c1 (stereo not drawn) | -3 | -0.1 | -5 | 0.2
Cc1cc(-c2nnc(-c3ccccc3)o2)ccc1[N+](=O)[O-] | 6 | -0.1 | -59 | 0.7
COc1ccc(S(=O)(=O)N(CC(=O)Nc2cc(C)cc(C)c2)c2ccc(C)cc2)cc1 | -17 | 0.0 | 2 | 0.7
COC(=O)C1C(c2ccc([N+](=O)[O-])cc2)c2c([nH][nH]c2=O)CC1(C)O (stereo not drawn) | 5 | 0.0 | -5 | -0.2
NS(=O)(=O)c1ccc(CCNS(=O)(=O)c2cccc(Cl)c2Cl)cc1 | -7 | -0.2 | 3 | 0.6
CC1=NN2C(=N)/C(=C/c3cn(Cc4cccc(C)c4)c4ccccc34)C(=O)N=C2S1 | 5 | 0.2 | 6 | -1.0

One compound at a time (already shown).
CC1CCN(C(=O)c2cnn3c(C(F)(F)F)cc(-c4ccco4)nc23)CC1 reads MITF primary: -8; FBW7 activator: -0.1; TEAD-YAP inh: 0; GPR151 ag: -0.7
CSCC(=O)N1CCC(C(Cc2ccccc2)N(C(=O)c2ccccn2)C2CC2)CC1 (stereo not drawn) reads MITF primary: -1; FBW7 activator: -0.4; TEAD-YAP inh: 3; GPR151 ag: -0.6
CCOC(=O)C1=C(C)N(C)C(=S)NC1c1ccc(Cl)cc1 (stereo not drawn) reads MITF primary: 1; FBW7 activator: -0.2; TEAD-YAP inh: 7; GPR151 ag: -0.3

Additional compounds follow.
SMILES | MITF primary | FBW7 activator | TEAD-YAP inh | GPR151 ag
NNC(=O)c1sc(-c2ccc(Cl)cc2)cc1N | 8 | 0.0 | -27 | -0.2
O=C(Nc1ccc(Cl)c(Cl)c1)c1cnn2c1NC(c1ccccc1)CC2C(F)(F)F (stereo not drawn) | -9 | 0.1 | -7 | -0.1
Cc1ccc(-c2csc(NC(=O)c3ccccc3F)n2)cc1 | 0 | 0.1 | -26 | 0.1
CC(=O)Nc1ccc(-c2nnc(SCc3c(Cl)cccc3[N+](=O)[O-])n2C)cc1 | 2 | -0.2 | -8 | -0.1
Cc1ccccc1-n1nc2c(c1NC(=O)c1ccc(C)c([N+](=O)[O-])c1)CS(=O)(=O)C2 | 12 | 0.2 | -4 | 2.1
CC1=NN(c2cc(C)nc(-c3ccccc3O)n2)C(=O)C1 | 6 | 0.0 | 6 | 0.9
COc1ccc(NC(=O)CCC(=O)N/N=C/c2ccc(Cl)cc2Cl)cc1 | 6 | 0.0 | 3 | 0.5
Cc1ccc(CC(=O)NCCn2nc(-c3cccs3)oc2=O)cc1 | -1 | 0.2 | -3 | -0.2
CN(C(=O)c1cccc(I)c1)c1ccccc1 | 10 | -0.1 | 6 | -0.7
CC1=C(C(=O)OC(C)C)C(c2cccs2)C2=C(CCCC2=O)N1 (stereo not drawn) | -4 | 0.1 | 0 | -0.8
O=C(NC(NC(=S)N1CCOCC1)C(Cl)(Cl)Cl)c1ccc([N+](=O)[O-])cc1 (stereo not drawn) | 1 | -0.1 | 4 | 0.0
O=C(O)c1ccc2c(c1)C(=O)N(CCCc1nc3ccccc3[nH]1)C2=O | 16 | 0.3 | 8 | 0.0
Cc1cc(C)cc(NC(=S)NCCN2CCOCC2)c1 | 4 | 0.0 | -5 | 0.1
CCOc1ccccc1N1CCN(C(=S)NCc2ccco2)CC1 | 12 | -0.6 | 5 | -0.5
C/C(N)=C(/C#N)C(=O)COC(=O)CNS(=O)(=O)c1ccc2ccccc2c1 | -5 | -0.2 | -7 | 1.9

Reformatted field by field: two of the compounds above
Structure: NNC(=O)c1sc(-c2ccc(Cl)cc2)cc1N
  MITF primary: 8; FBW7 activator: 0.0; TEAD-YAP inh: -27; GPR151 ag: -0.2
Structure: COc1ccc(NC(=O)CCC(=O)N/N=C/c2ccc(Cl)cc2Cl)cc1
  MITF primary: 6; FBW7 activator: 0.0; TEAD-YAP inh: 3; GPR151 ag: 0.5

More compounds.
SMILES | MITF primary | FBW7 activator | TEAD-YAP inh | GPR151 ag
COc1ccc(S(=O)(=O)Nc2ccc(Cl)cn2)cc1 | 20 | -0.5 | 3 | 1.3
CCc1c(C)c(C#N)c2nc3ccccc3n2c1N1CCN(C2CCCCC2)CC1 | -5 | 0.1 | 5 | 0.6
COc1ccc(NC(=O)C(NS(=O)(=O)c2cccs2)C(C)C)cc1Cl (stereo not drawn) | 5 | 0.0 | 2 | 0.5
CC(=O)c1c(C)nc(Nc2nc3ccccc3s2)nc1C | 2 | 0.0 | -73 | 1.6
Cc1c(C(=O)N/N=C/c2c(F)cccc2Cl)nnn1-c1nonc1N | -3 | 0.0 | 10 | 0.2
Cn1c(C(=O)N2CCN(c3ccc([N+](=O)[O-])cc3)CC2)cc2c(=O)n(C)c3ccccc3c21 | -20 | 0.1 | 4 | 0.4
C=CCOC(=O)C1=C(C)N=c2s/c(=C3\C(=O)N(C)c4ccccc43)c(=O)n2C1c1ccc(OC(=O)c2ccco2)cc1 (stereo not drawn) | -1 | 0.0 | -2 | -1.1
CC(C)c1nc(N2CCCC2)c(C#N)c2c1CCCC2 | -9 | 0.0 | -2 | 1.0
COCc1nnc(NC(=O)C2CC(=O)N(C3CCCCC3)C2)s1 (stereo not drawn) | 14 | 0.4 | 11 | -0.9
O=C(NCc1ccccn1)c1cc2ccccn2n1 | 5 | -0.3 | -6 | 0.1
CCN(CC)CCNC(C)C(=O)N1CCc2ccccc21 (stereo not drawn) | 45 | 0.5 | 8 | -1.7
COc1ccc(NC(=O)CC2C(=O)N(Cc3ccco3)C(=S)N2CCNC(C)=O)cc1 (stereo not drawn) | -14 | -0.1 | 7 | -0.3
Cc1ccc(NC(=O)CN2C(=O)CSC(C)C2=O)cc1Cl (stereo not drawn) | 7 | 0.1 | 6 | -1.6
O=C(c1ccc2ccccc2n1)N1CCc2ccccc21 | 13 | -0.1 | 13 | -1.9
O=C1CSC(c2cccc(Cl)c2Cl)N1c1ccccc1 (stereo not drawn) | 14 | 0.1 | -2 | -2.1
COC(=O)C1=C(C)NC2=C(C(=O)CC(c3ccc(Cl)cc3)C2)C1c1ccc(OC(C)=O)c(OC)c1 (stereo not drawn) | -1 | 0.0 | 7 | 1.4
O=C(Nc1ccc2c(c1)CCC2)c1ccc2c(=O)n(-c3ccc(F)cc3)c(=S)[nH]c2c1 | -5 | -0.1 | 7 | -0.2
CC(=O)Nc1ccc(/C=C2\N=C3CCCCCN3C2=O)cc1 | -9 | -0.1 | 1 | 2.1
O=C(Nn1c(SCc2nc3ccccc3[nH]2)nc2ccsc2c1=O)c1ccccc1 | -2 | 0.1 | -50 | -3.2
Cc1cccc(-n2cnc3cc(C(=O)NCc4ccco4)ccc32)c1 | 7 | 0.1 | -2 | 1.1
Nc1cc(=O)[nH]c(SCc2ccc([N+](=O)[O-])cc2)n1 | 6 | 0.2 | 1 | 0.0
N#Cc1cc([N+](=O)[O-])ccc1NC(=O)COC(=O)c1cnccn1 | -6 | -0.3 | 3 | -1.0
CCOc1ccc(/C=N/N=C2/NC(=O)C(C)S2)cc1 (stereo not drawn) | 11 | 0.1 | -56 | 1.0
O=C(NC(=S)Nc1ccc(N2CCCCC2)c(Cl)c1)c1ccccc1F | -4 | 0.1 | -1 | 0.9
COc1c(N/C(C)=C/C(C)=O)ccc2c(C)c(C)[nH]c12 | 17 | -0.1 | 9 | -1.0
